Screening results: PubChem, Sanford-Burnham Center for Chemical Genomics
mIAP activ = activators of mouse IAP, primary screen, biochemical, luminescence, uHTS. hit rate 0.24% among 330,000. AID 2805, 2010. muIAP, CDP-Star luminescence, 30 min; stronger effect = higher value; 1 = vehicle-only enzyme signal, 0 = enzyme-free wells. intestinal alkaline phosphatase [Mus musculus]. activation factor at 10 µM;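 active = activation factor of at least 2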; also: the source names both 10 and 20 µM as test concentration; values of inactives mirror those of a sister screen read the other way
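Assay system: mouse IAP enzyme; reagent: chemiluminescent substrate CDP-Star; dosing: test compounds delivered from DMSO solution; schedule: 30 min at room temperature; measured by: luminescence from enzymatic CDP-Star hydrolysis; controls: DMSO-only wells and no-enzyme negative control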
MIN6 prolif = inducers of MIN6 beta-cell proliferation, primary screen, ATP luminescence, uHTS; MIN6 cells proliferation, ATPlite luminescence, 48 h; cells starved in 0.2% serum; 100% = growth in 10% serum; proliferation, % at 10 µM; hit rate 0.29% among 330,000;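 active = compounds whose signal lies at least 3.5 SD above the mean of all wells on their plate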;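 also: 0% = DMSO-treated cells in low-serum medium and 100% = 10% serum control; some compounds called inactive have numbers as strong as hits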
APOBEC3A inh = APOBEC3A ssDNA deaminase inhibitors, primary screen, selectivity assay for APOBEC3G inhibitor project, biochemical, FAM/TAMRA oligo cleavage fluorescence; DNA dC->dU-editing enzyme APOBEC-3A (Homo sapiens), P31941; hit rate 0.41% among 330,000; AID 493011, 2011; recombinant A3A, FAM/TAMRA ssDNA deamination fluorescence; inhibition, % at 20 µM;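 active = at least 40% inhibition at 20 µM here, with at most 30% in a related deaminase screen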;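 also: plate controls were A3A with DMSO for no effect and wells lacking A3A enzyme for full effect; some results filed as inactive read as strong as hits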
Target sequence (P31941 whole entry, looked up): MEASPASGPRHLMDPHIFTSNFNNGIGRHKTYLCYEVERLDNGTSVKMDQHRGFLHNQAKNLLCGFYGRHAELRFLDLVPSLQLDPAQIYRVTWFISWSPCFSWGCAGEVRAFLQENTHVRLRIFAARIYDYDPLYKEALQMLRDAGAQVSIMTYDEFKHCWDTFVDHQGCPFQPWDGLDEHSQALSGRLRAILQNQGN
tim10-1 inh = growth inhibitors of tim10-1 mutant yeast, primary screen, luminescence, uHTS | AID 463190, 2010 | S. cerevisiae tim10-1 ts strain growth, BacTiter-Glo, 24 h | inhibition, % at 20 µM | hit rate 2.2% among 330,000;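 active = inhibition of at least 40%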;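 also: mutant grown at 25 °C; 0% = DMSO wells with yeast and 100% = wells holding no yeast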
hIAP block = human IAP inhibitors, primary screen, biochemical, luminescence, uHTS | Intestinal-type alkaline phosphatase (Homo sapiens), P09923 | purified IAP, CDP-Star luminescence, 30 min | inhibition, % at 10 µM | hit rate 0.12% among 330,000 | AID 2544, 2010;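 active = inhibition reaching a set limit with compound at 10 µM in the primary screen, cut at about 35% in these data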;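 also: plate controls were DMSO wells with enzyme for no effect and no-enzyme buffer wells for full effect; values of inactives mirror those of a sister screen read the other way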
Target sequence (P09923 whole entry, looked up): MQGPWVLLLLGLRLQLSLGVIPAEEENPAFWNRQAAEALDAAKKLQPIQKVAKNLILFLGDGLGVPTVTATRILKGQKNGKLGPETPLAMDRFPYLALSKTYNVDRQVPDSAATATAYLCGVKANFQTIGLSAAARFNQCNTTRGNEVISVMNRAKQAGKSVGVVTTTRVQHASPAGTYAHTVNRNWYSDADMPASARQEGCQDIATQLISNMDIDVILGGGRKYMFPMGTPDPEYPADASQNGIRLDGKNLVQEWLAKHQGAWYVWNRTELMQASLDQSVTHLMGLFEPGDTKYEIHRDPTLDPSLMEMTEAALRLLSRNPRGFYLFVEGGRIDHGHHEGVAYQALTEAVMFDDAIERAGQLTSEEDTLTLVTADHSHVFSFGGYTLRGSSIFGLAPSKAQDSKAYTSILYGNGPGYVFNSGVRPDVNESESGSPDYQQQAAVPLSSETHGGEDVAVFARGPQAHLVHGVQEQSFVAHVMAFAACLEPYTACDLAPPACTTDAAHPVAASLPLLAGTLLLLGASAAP
NLRP3 yeast inh = NALP3 inflammasome inhibitors in reconstituted yeast, primary screen, luminescence, uHTS; Yeast reconstituted NLRP3/ASC/caspase-1, beta-gal luminescence, 24 h; inhibition, % at 10 µM; hit rate 0.39% among 330,000; AID 2825, 2010;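 active = inhibition of 50% or more; inactive = inhibition below 50%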;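 also: plate controls were induced DMSO wells for no effect and uninduced yeast grown without galactose for full effect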
APOBEC3G inh = APOBEC3G DNA deaminase inhibitors, primary screen, biochemical, fluorescence, single-stranded DNA substrate, uHTS; recombinant A3G, ssDNA deamination FAM/TAMRA fluorescence; DNA dC->dU-editing enzyme APOBEC-3G (Homo sapiens), Q9HC16; hit rate 0.28% among 330,000; inhibition, % at 20 µM;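 active = inhibition of at least 40% at 20 µM, with no more than 30% in the related APOBEC3A deaminase screen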;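 also: plate controls were DMSO wells with A3G for no effect and wells lacking A3G enzyme for full effect; some compounds called inactive have numbers as strong as hits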
Target sequence (Q9HC16 whole entry, looked up): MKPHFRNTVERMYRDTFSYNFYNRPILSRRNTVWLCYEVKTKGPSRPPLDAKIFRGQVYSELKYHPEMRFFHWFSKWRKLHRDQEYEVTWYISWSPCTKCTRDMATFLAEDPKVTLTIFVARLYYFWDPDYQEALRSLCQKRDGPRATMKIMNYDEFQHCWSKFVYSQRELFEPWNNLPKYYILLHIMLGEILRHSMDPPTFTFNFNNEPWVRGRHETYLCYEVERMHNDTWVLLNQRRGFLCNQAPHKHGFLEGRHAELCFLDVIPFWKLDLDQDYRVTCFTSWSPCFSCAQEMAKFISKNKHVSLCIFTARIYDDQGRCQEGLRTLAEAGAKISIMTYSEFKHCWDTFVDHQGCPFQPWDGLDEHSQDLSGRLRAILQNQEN
TIM10 inh = growth inhibitors of isogenic TIM10 control yeast, primary screen, counter-screen for tim10-1 yeast inhibitor project, luminescence, uHTS. inhibition, % at 10 µM. S. cerevisiae TIM10 strain growth, BacTiter-Glo luminescence, 24 h. AID 463195, 2010. hit rate 1.4% among 330,000;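 active = inhibition of 40% or more at the single tested concentration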;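 also: wild-type TIM10 isogenic control strain grown at permissive 25 °C; 0% = DMSO yeast wells and 100% = minimal medium wells without yeast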
mIAP block = inhibitors of mouse IAP, primary screen, biochemical, luminescence, uHTS. purified mouse IAP, CDP-Star luminescence, 30 min. inhibition, % at 10 µM. hit rate 0.2% among 330,000. AID 2806, 2010;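 active = inhibition of at least 40% at 10 µM in the primary screen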;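 also: plate controls were DMSO with enzyme for no effect and no enzyme wells for full effect; values of inactives mirror those of a sister screen read the other way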
* hit, by the source's call. Hits appear at their usual frequency. Share with any hit: about 4.6%.

Molecule | mIAP activ | MIN6 prolif | APOBEC3A inh | tim10-1 inh | hIAP block | NLRP3 yeast inh | APOBEC3G inh | TIM10 inh | mIAP block
Nc1nc(-c2ccccc2)[nH]c(=O)c1N | 0.933 | 0.9 | 0.6 | -8.7 | -1.0 | 1.3 | -5.2 | 0.2 | 6.7
Cc1ccc(CNC(=O)C(Cc2ccccc2)n2cccc2)cc1 (stereo not drawn) | 1.14 | -1.2 | 0.0 | 11.8 | -3.2 | 23.2 | -4.8 | 17.1 | -13.5
O=C(CSc1nnc(-c2cccs2)n1-c1ccccc1)NCc1ccc2c(c1)OCO2 | 1.03 | -0.5 | -2.7 | 20.3 | 1.1 | 5.0 | -2.1 | 11.4 | -3.4
CCN(CC)S(=O)(=O)c1cccc(C(=O)N2CC(O)CC2C(=O)OC)c1 (stereo not drawn) | 0.919 | 1.8 | -3.9 | 0.0 | -8.6 | 11.9 | -6.3 | -5.8 | 8.1
COc1ccc(C(CCNCc2ccc(OC(C)C)cc2)c2ccccc2OC)cc1 (stereo not drawn) | 1.03 | -3.6 | 2.4 | 31.8 | -6.1 | 18.7 | -6.8 | 26.5 | -3.3
Cc1nc2ccccc2n1CC(O)c1ccccc1 (stereo not drawn) | 1.02 | 2.1 | -1.4 | 0.2 | 12.8 | 4.2 | -4.3 | 9.9 | -2.1
O=Cc1ccc(OC(=O)Cc2ccc(F)cc2)cc1 | 1.07 | -2.6 | -5.6 | -0.8 | 6.0 | 17.9 | -7.3 | 1.2 | -7.2
Cc1ccc(-c2cc(C(=O)NCCCN3CCOCC3)c3ccc(Cl)c(C)c3n2)cc1 | 0.954 | -6.7 | 2.4 | 16.2 | 14.8 | 14.3 | -3.4 | 25.1 | 4.6
CC(NC(=O)c1ccc(Cl)cc1Cl)C(c1ccccc1)N1CCOCC1 (stereo not drawn) | 1 | -2.0 | -3.6 | 16.1 | -4.5 | -24.3 | -7.6 | -5.4 | 0.0
Cc1cc(SCCOc2ccc(Br)cc2)nc(N)n1 | 0.965 | 1.4 | 0.0 | 13.5 | 11.3 | 31.4 | 0.2 | -4.0 | 3.5
O=C(O)COc1ccccc1C=NNC(=O)c1ccccc1NS(=O)(=O)c1cccs1 | 0.881 | -1.9 | 0.7 | 7.9 | 0.5 | 11.1 | -3.7 | -4.4 | 11.9
O=C(Cn1nnc2ccccc21)OCC(=O)c1ccccc1 | 1.01 | -5.2 | 5.7 | 19.9 | -20.6 | 22.8 | 0.2 | 12.2 | -1.4
COCCN1C(=S)N[C@@H](c2cccc(F)c2)C(C(=O)OC)=C1C | 1.06 | -8.4 | 72.1 | 21.1 | 20.1 | 17.0 | 38.0 | 9.7 | -6.4
CCn1c(SCc2cccc(OC)c2)nc2ccccc2c1=O | 1.03 | -3.9 | 1.1 | 5.8 | 15.3 | 3.7 | -3.7 | -18.3 | -3.2
CCOC(=O)c1ccc(COC(=O)CNS(=O)(=O)c2ccccc2)cc1 | 0.885 | -0.9 | -2.8 | 17.4 | 0.1 | 3.6 | -12.6 | -1.6 | 11.5
COc1cccc(/C=N\NC(=O)c2ccc(Cn3cc(Br)c([N+](=O)[O-])n3)o2)c1O | 0.968 | -5.3 | 0.6 | 20.6 | -39.1 | 16.0 | -1.4 | -102.4 | 3.2
CC1CCCN(c2nc3c(c(=O)[nH]c(=O)n3C)n2CCCc2ccccc2)C1 (stereo not drawn) | 1.16 | -1.2 | 0.0 | 31.4 | -27.7 | -6.8 | -6.4 | 7.4 | -16.2
Cc1ccc(S(=O)(=O)CCN2C=CC(C(F)(F)F)=NCC2)cc1 | 0.914 | -1.3 | -3.6 | 6.4 | 5.9 | 18.3 | -10.8 | 9.9 | 8.6
O=C(CCN1CCN(C/C=C/c2ccccc2)CC1)Nc1ccccc1F | 0.854 | 0.0 | -4.0 | -1.5 | -4.6 | 27.2 | -9.3 | -10.4 | 14.6
Cc1ccc(NC(=O)c2ccc(S(=O)(=O)N3CCOCC3)cc2)cc1 | 0.981 | -0.7 | -2.6 | 7.1 | 17.6 | 13.3 | -3.9 | 8.0 | 1.9

Entries of single compounds as entered above. Screens in order: mIAP activ	MIN6 prolif	APOBEC3A inh	tim10-1 inh	hIAP block	NLRP3 yeast inh	APOBEC3G inh	TIM10 inh	mIAP block
O=C(Cn1nnc2ccccc21)OCC(=O)c1ccccc1 is entered as 1.01	-5.2	5.7	19.9	-20.6	22.8	0.2	12.2	-1.4
O=Cc1ccc(OC(=O)Cc2ccc(F)cc2)cc1 is entered as 1.07	-2.6	-5.6	-0.8	6.0	17.9	-7.3	1.2	-7.2
CC(NC(=O)c1ccc(Cl)cc1Cl)C(c1ccccc1)N1CCOCC1 (stereo not drawn) is entered as 1	-2.0	-3.6	16.1	-4.5	-24.3	-7.6	-5.4	0.0
O=C(CCN1CCN(C/C=C/c2ccccc2)CC1)Nc1ccccc1F is entered as 0.854	0.0	-4.0	-1.5	-4.6	27.2	-9.3	-10.4	14.6
COCCN1C(=S)N[C@@H](c2cccc(F)c2)C(C(=O)OC)=C1C is entered as 1.06	-8.4	72.1	21.1	20.1	17.0	38.0	9.7	-6.4

More results follow:
Molecule | mIAP activ | MIN6 prolif | APOBEC3A inh | tim10-1 inh | hIAP block | NLRP3 yeast inh | APOBEC3G inh | TIM10 inh | mIAP block
CC(C)CC(=O)Nc1cc2nn(-c3ccccc3)nc2cc1Cl | 0.929 | -3.0 | -1.1 | 16.5 | 8.4 | 5.4 | -7.3 | -19.2 | 7.1
Cc1noc(C)c1C(=O)Nc1ccccc1-c1ccccc1 | 1.04 | 0.6 | 0.9 | 11.9 | 11.0 | 24.2 | 0.7 | 1.2 | -3.8
COc1ccc(NC(=O)CCn2c(=O)c3cccn3c3ccccc32)cc1 | 0.998 | 8.8 | -2.3 | 39.2 | 0.9 | 1.3 | -3.4 | 1.2 | 0.2
Fc1ccc(CN2CCN(c3ncccn3)CC2)cc1 | 1.12 | -2.0 | -5.5 | 4.2 | -15.4 | 10.3 | -4.4 | -6.1 | -12.4
Cc1ccc2c(c1)CCCN2C(=O)c1ccncc1 | 1.06 | 0.1 | 3.2 | 15.2 | 22.6 | 13.2 | -0.1 | -9.2 | -6.1
CCN(CC)S(=O)(=O)c1ccc2nc(CSc3nnnn3-c3ccc(O)cc3)[nH]c2c1 | 0.983 | -0.8 | 1.6 | 12.1 | -11.1 | 6.8 | -2.7 | -1.2 | 1.7
COC(=O)NNC(=O)C(C)Oc1ccc(Cl)cc1Cl (stereo not drawn) | 0.969 | -2.0 | 3.4 | 6.3 | 16.7 | -1.5 | 0.4 | 3.5 | 3.1
COc1cc(Nc2nc3ccc(Cl)cc3n3cnnc23)cc(OC)c1OC | 0.987 | 1.8 | -4.3 | -23.4 | 8.8 | 8.9 | -9.0 | -8.1 | 1.3
CCOC(=O)C1=C(CSc2nc(CC)c(C)cc2C#N)OC(N)=C(C#N)C1c1ccc(OC)cc1 (stereo not drawn) | 1.13 | -5.6 | -5.2 | 40.9* | -0.2 | -0.9 | 11.9 | 21.6 | -13.3
Oc1cc(OCc2ccccc2)ccc1-c1[nH]ncc1-c1ccccc1 | 0.927 | -7.2 | 3.0 | -25.2 | -49.0 | 29.3 | -0.6 | 49.9* | 7.3
CN1CCN(CCCNC(=O)CCCOc2cc(=O)n(C)c3ccccc23)CC1 | 1.1 | -0.3 | 1.0 | 1.7 | -2.5 | -4.4 | 1.5 | 1.1 | -10.0
COc1ccc(NC(=O)NNC(=O)C(O)(c2ccccc2)c2ccccc2)cc1 | 1.15 | 1.2 | -2.4 | -2.8 | -39.1 | 9.5 | -8.8 | -1.6 | -14.6
COc1ccc2c(c1)c(C(=O)N/N=C/c1ccc(Cl)cc1)c(C)n2C | 0.919 | 1.0 | -4.0 | 16.7 | 5.6 | 19.1 | -8.6 | 10.3 | 8.1
CN(C)S(=O)(=O)Nc1ccc(C(=O)O)cc1 | 0.979 | -1.2 | -1.7 | 3.0 | -6.3 | -2.7 | -1.7 | 3.0 | 2.1
CC1CCCC(C)N1C(=O)CSc1nnnn1Cc1ccccc1 (stereo not drawn) | 0.99 | -1.1 | 0.6 | 24.2 | -3.3 | 13.9 | 1.8 | -0.7 | 1.0
O=C1CCCN1CCCNc1ncnc2sccc12 | 1.02 | 0.7 | 4.0 | -8.5 | -0.5 | -0.9 | -1.3 | -3.2 | -1.8
C=CCSc1nnc2c(n1)OC(c1cccnc1)Nc1ccccc1-2 (stereo not drawn) | 0.991 | -0.7 | -1.0 | 7.0 | -12.2 | 7.9 | -3.5 | 7.1 | 0.9
CC(NC(=O)C(C)(C)C)c1nc2ccccc2n1C (stereo not drawn) | 0.963 | -3.1 | -2.2 | -10.6 | 0.6 | -0.6 | -2.6 | -12.7 | 3.7
COc1cc(/C=N/N=C(/N)c2nonc2N)cc(Br)c1OCc1ccccc1C | 0.791 | -3.7 | -4.0 | 8.0 | -7.5 | 21.8 | -3.0 | -6.0 | 20.9
Cc1[nH]nc2cn[nH]c12 | 1.04 | -2.5 | 3.6 | 1.6 | -8.6 | 12.8 | -0.3 | -8.4 | -4.4

Continued:
SMILES,mIAP activ,MIN6 prolif,APOBEC3A inh,tim10-1 inh,hIAP block,NLRP3 yeast inh,APOBEC3G inh,TIM10 inh,mIAP block
CCc1nc(N2CCCC2)c(C#N)c2c1CCCC2,1.01,-5.2,0.8,-15.7,-6.5,8.0,-3.5,-10.3,-0.8
Cc1ccccc1NS(=O)(=O)c1ccc(OCC(=O)N2CCCC2)cc1,0.913,0.1,-2.5,-8.6,-22.0,4.8,-7.0,2.5,8.7
Cc1onc(-c2ccccc2)c1C(=O)Nc1ccc(N2CCOCC2)cc1,0.973,-3.7,-3.3,-15.5,-9.1,31.3,-10.3,-5.2,2.7
O=C(NCC(c1ccco1)N1CCOCC1)c1c(F)cccc1F (stereo not drawn),0.923,1.2,43.1*,-5.3,1.1,24.7,-7.2,-5.3,7.7
COc1ccccc1Nc1nnc(SCC(=O)Nc2nc(-c3ccc(F)cc3)cs2)s1,0.969,-1.3,3.3,-12.5,-8.1,11.9,-10.0,-9.5,3.1
COc1ccccc1N1CCN(C(=O)CCc2nnc3ccc(N4CCOCC4)nn23)CC1,0.941,-0.8,0.4,-2.4,-7.3,16.0,0.7,7.2,5.9
O=[N+]([O-])c1ccc2nc(-c3ccccn3)[nH]c2c1,0.933,-4.0,3.5,34.1,-39.5,17.5,0.2,13.4,6.7
CN(Cc1c(O)ccc2c1oc(=O)c1ccccc12)C1CCCCC1,1.05,3.4,5.7,8.2,-27.0,-17.3,-3.5,2.3,-4.9
Nc1cccc(C(=O)OCC(=O)Nc2cccc3c2C(=O)c2ccccc2C3=O)c1,0.903,-0.9,-1.1,13.9,5.0,27.3,-2.2,-5.5,9.7
